# CBFb-RUNX1 inh = qHTS Assay for Compounds Blocking the Interaction Between CBF-beta and RUNX1 for the Treatment of Acute Myeloid Leukemia; AID 1477, 2009; 230,000 tested, under 10 active; AlphaScreen CBFb-His/RUNX1-biotin binding, biochemical; Potency, µM (top dose mostly 59.8 µM), for inactives: at the highest dose activity, negative = inhibition, actives largely listed as inhibitors; also: % of control where 0% means no effect
# Target sequence (Q01196 whole entry, looked up): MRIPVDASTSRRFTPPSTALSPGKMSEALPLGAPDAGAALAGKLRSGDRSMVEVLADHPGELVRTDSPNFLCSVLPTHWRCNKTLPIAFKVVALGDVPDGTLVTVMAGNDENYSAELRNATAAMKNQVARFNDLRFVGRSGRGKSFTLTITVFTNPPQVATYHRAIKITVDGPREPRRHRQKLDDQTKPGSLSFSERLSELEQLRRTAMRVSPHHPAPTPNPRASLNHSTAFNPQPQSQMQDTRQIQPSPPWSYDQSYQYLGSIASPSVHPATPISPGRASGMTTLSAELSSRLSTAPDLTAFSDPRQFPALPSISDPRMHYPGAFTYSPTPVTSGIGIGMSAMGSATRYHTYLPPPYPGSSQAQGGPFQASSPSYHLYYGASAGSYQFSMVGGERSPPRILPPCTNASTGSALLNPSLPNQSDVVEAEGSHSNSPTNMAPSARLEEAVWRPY
# Target sequence (Q13951 whole entry, looked up): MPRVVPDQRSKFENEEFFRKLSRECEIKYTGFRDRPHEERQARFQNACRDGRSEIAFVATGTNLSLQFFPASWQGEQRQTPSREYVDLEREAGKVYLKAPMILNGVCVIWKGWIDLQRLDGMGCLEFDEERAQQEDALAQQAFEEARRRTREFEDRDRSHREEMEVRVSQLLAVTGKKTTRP
#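 Proteins preincubated together for 20 min at RT before compound addition; 15 min later, nickel and streptavidin beads were added and left 90 min prior to AlphaScreen measurement.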
# HTT aggregate = qHTS Multiplex Assay to Identify Dual Action Probes in a Cell Model of Huntington: Aggregate Formation (GFP); PC12 HttQ103-GFP aggregates, Acumen cytometry, 40 h; Potency, µM (doses to about 46.1 µM), for the others: top-dose activity change, negative = inhibition, hits mostly inhibitors; 1.1% of 220,000 active; AID 1688, 2009; also: potency is read from the fitted curve at half-maximal effect; % is scaled to controls: 0 for no effect and ±100 for the full control effect; nearly all actives have a fitted effect of over 60% in size
#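 Aggregate formation scored by laser-scanning cytometer (488 excitation, 500–530 emission) in lysed PC12 cells expressing Q103-GFP after 100 nM tebufenozide induction; library tested in dose series, with ATPLite reagent added in the multiplex.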
# GAA spleen mod = qHTS Assay for Inhibitors and Activators of Human alpha-Glucosidase From Spleen Homogenate; Potency, µM (titrated, usually from 79.9 µM), without a hit: at the highest dose activity change, negative = inhibition, usual class: inhibitors; Lysosomal alpha-glucosidase (Homo sapiens), P10253; human spleen homogenate, 4-MU-alpha-glucoside fluorescence; 0.006% of 240,000 active; AID 2112, 2009;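 also: potency is read from the fitted curve at half-maximal effect; 0% = enzyme with vehicle and -100% = no enzyme basal signal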
#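 Enzyme source: human spleen homogenate, 1 ug/well. Buffer 50 mM citric acid/K phosphate pH 5.0, 0.01% Tween-20. 4-MU-alpha-glucoside 1 mM; 37 C x 40 min; NaOH/glycine stop; fluorescence.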
# GAA glycogen = qHTS Assay for Inhibitors and Activators of Human alpha-Glucosidase Cleavage of Glycogen. Lysosomal alpha-glucosidase (Homo sapiens), P10253. recombinant GAA, glycogen substrate, Amplex Red glucose oxidase fluorescence. Potency, µM (doses to about 76.4 µM), for inactives: at the highest dose activity change, negative = inhibition, actives largely listed as inhibitors. 0.38% of 300,000 active;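 also: potency is read from the fitted curve at half-maximal effect; 0% = full enzyme reaction and -100% = no-enzyme basal signal; the screen sought inhibitors and activators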
#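 Natural-substrate format: glycogen cleavage by 4 nM human enzyme, glucose read by Amplex Red coupling (Ex 573, Em 610 nm). Normalized to enzyme and no-enzyme controls.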
# GAA inh = qHTS Assay for Inhibitors of Human alpha-Glucosidase as a Potential Chaperone Treatment of Pompe Disease. Lysosomal alpha-glucosidase (Homo sapiens), P10253. purified human GAA, 4-MU-alpha-glucoside fluorescence. Potency, µM (highest dose often 76.9 µM), for inactives: at the highest dose activity change, negative = inhibition, actives largely listed as inhibitors. 0.005% of 200,000 active. AID 1466, 2008;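 also: potency is read from the fitted curve at half-maximal effect; plate controls were uninhibited enzyme wells for no effect and no-enzyme background for full effect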
#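 Activity normalized between no-enzyme (basal) and enzyme-only wells. Conditions: 4 nM human enzyme, 400 uM fluorogenic substrate, citrate/phosphate pH 5.0 with Tween-20, 20 min room temperature, compounds up to 77 uM.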
# LMNA splice mod = qHTS Assay for Modulators of Lamin A Splicing. HeLa LMNA splicing GFP/RFP minigene ratio, 48 h. Potency, µM (top dose mostly 46.1 µM), for inactives: at the highest dose ratio change, negative = inhibition, hits mostly inhibitors. 0.01% of 200,000 active. AID 1487, 2009; active = well fitted inhibition curve with a large enough effect in the signal ratio, with a control signal flat, not every such curve was filed as active; inconclusive = small, poorly fitted or top-dose-only effect, or effect the other way, or a change in a side signal; the % refers to the signal ratio; also: potency is read from the fitted curve at half-maximal effect; % is scaled to controls: 0 for no effect and ±100 for the full control effect
#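 S3 HeLa cells stably expressing lamin A-EGFP splicing minigene plus DsRed2, 600 cells/well, 48 h compound exposure at 37C. Laser-scanning cytometry; analysed as GFP (500-530 nm)/RFP (575-640 nm) total intensity ratio; 0.5% DMSO vehicle.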
# HTT ATP protect = qHTS Multiplex Assay to Identify Dual Action Probes in a Cell Model of Huntington: Cytoprotection (ATP). 0.14% of 230,000 active. PC12 HTT-Q103 induced, cytoprotection, ATP luminescence, 40 h. Potency, µM (series often up to 56.4 µM), for the others: cytoprotection (ATP increase), hits mostly activators;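 also: potency is read from the fitted curve at half-maximal effect; % of control where 0% means no effect; nearly all actives have a fitted effect of over 45% in size; toxic huntingtin expression switched on by the ecdysone agonist tebufenozide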
#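 Readout: ATPlite luminescence (ATP level). Model: stable PC12, inducible Htt exon1 Q103-GFP. Inducer: tebufenozide, 100 nM final. Compounds: dose series. No G418 in medium.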
# * = called active by the depositor; ? = inconclusive; · = not tested or not shown; & = joins results of further samples; [ ] = remark or other dose. Unless noted, calls follow the shape of the dose curve; as a rule, active = well fitted curve in the direction sought with a large enough effect; inconclusive = small, poorly fitted or top-dose-only effect, or another doubt; inactive = no such curve, though single readings can be large; an effect the other way counts as inactive or inconclusive.
no. | structure | CBFb-RUNX1 inh | HTT aggregate | GAA spleen mod | GAA glycogen
1 | C=CCn1c(SCC(=O)N2CCCCC2)nc(O)cc1=O | -2% | 3% | -20% | -4%
2 | Fc1cnc(N2CCOCC2)nc1NCc1ccccc1 | 7% | -4% | -20% | -1%
3 | Cc1nn(C)c(C)c1NC(=O)Nc1cccc(C(F)(F)F)c1 | 3% | 9% | 8% | 3%
4 | NC(=O)NNc1ncc(C(F)(F)F)cc1Cl | 5% | 22% | 1% | ?
5 | CCOC(=O)c1cc(C#N)c(N2CCN(c3ccc(OC)cc3)CC2)[nH]c1=O | -3% | 10% | · | -8%
6 | CCC(C)NC(=O)C(Sc1ccccc1)c1ccccc1 (centres undefined) | -8% | -11%[9.22 µM] | -6% | -1%
7 | CC(C)(C)NC(=O)c1c(F)c(F)c(F)c(F)c1F | -4% | -13% | -2% | 6%
8 | C=CCNc1nc(NCCO)nc(N2CCCC2)n1 | 0% | -4% | -9% | 6%
9 | CC(NC(=O)CCNS(=O)(=O)c1ccc2c(c1)c(=O)n(C)c(=O)n2C)c1ccccc1 (centres undefined) | 4% | -3% | 3% | 3%
10 | Cc1nn(CCC#N)c(NC(=O)c2ccc(Cl)cc2Cl)c1P(=O)(Nc1ccc([N+](=O)[O-])cc1)N1CCOCC1 (centres undefined) | -1% | ? | -7% | 0%
11 | O=C(NC(=S)Nc1ccc(CN2CCCCC2)cc1)c1ccco1 | -2% | 1%[9.22 µM] | 0% | -11%
12 | CC(=O)c1c(N2CCOCC2)nc2ccc(Br)cc2c1-c1ccccc1 | 1% | 4%[9.22 µM] | 0% | -13%

no. | GAA inh | LMNA splice mod | HTT ATP protect
1 | -3% | -4% | 3%
2 | ? | 15% | -28%
3 | 3% | 8% | 3%
4 | -1% | 9%[9.22 µM] | -2%
5 | 1% | 1%[9.22 µM] | -19%
6 | ? | · | -37%[10 µM]
7 | 4% | -7% | -3%[10 µM]
8 | -12% | -4% | -1%[10 µM]
9 | -3% | 5% | -8%
10 | -2% | -5% | 6%
11 | -6% | · | -25%
12 | · | · | 13%[10 µM]

# The list goes on.
no. | structure | CBFb-RUNX1 inh | HTT aggregate | GAA spleen mod | GAA glycogen
13 | O=C1CC(CC(=O)N/N=C/c2ccccc2[N+](=O)[O-])=NN1 | 2% | -5% | 8% | -6%
14 | Cc1cc(C)cc(NC(=O)C(NCC2CCCO2)c2ccccc2)c1 (centres undefined) | -4% | 5% | 1% | 7%
15 | Cc1cc(-c2ccc(N=Nc3ccc4c(S(=O)(=O)O)cc(S(=O)(=O)O)c(N)c4c3O)c(C)c2)ccc1N=Nc1ccc2c(S(=O)(=O)O)cc(S(=O)(=O)O)c(N)c2c1O | · | -8% | 1% | ·
16 | CC(C)(C)Nc1nc(OCC(F)(F)F)nc(OCC(F)(F)F)n1 | 9% | -4% | 7% | 1%
17 | CN(C)CCN(C(=O)c1ccc2c(c1)OCCO2)c1nc2ccc(Cl)cc2s1 | 2% | -11% | -1% | 5%
18 | c1ccc2c(c1)nnn2-c1ncnc2sc3c(c12)CCCC3 | 2% | ? | -3% | 4%
19 | Cn1c(NC(=O)c2ccc(F)cc2)c(-c2ccccn2)c(=O)c2ccccc21 | 4% | 8%[9.22 µM] | -5% | 0%
20 | COC(C[C@@H](O)[C@@H](C)[C@@H](O)COCc1ccccc1)OC | 8% | -2%[9.22 µM] | -3% | -6%
21 | OCCNc1nc(Nc2cccc(O)c2)nc2ccccc12 | 10% | -11%[9.22 µM] | -6% | 2%
22 | CCn1c(N2CCN(C(=S)NCC(C)C)CC2)nc2ccccc21 | 5% | -28% | -10% | -2%
23 | O=C(Nc1ccccc1)Nc1ccc(F)c([N+](=O)[O-])c1 | 4% | ? | 6% | -1%
24 | CCNC(=S)NNC(=O)c1cc(-c2ccc(OCC)cc2)nc2ccccc12 | -2% | -16% | -1% | -8%

no. | GAA inh | LMNA splice mod | HTT ATP protect
13 | -6% | 0% | ·
14 | 2% | -3% | -17%[1.9 µM]
15 | · | · | 26%&-49%
16 | 0% | 0% | -35%[10 µM]
17 | -8% | -2%[9.22 µM] | -34%
18 | -17% | -3% | -21%[10 µM]
19 | · | · | 6%[10 µM]
20 | · | · | 2%[10 µM]
21 | · | · | 12%[10 µM]
22 | 2% | -7% | 8%[10 µM]
23 | -2% | ? | 33%[10 µM]
24 | -7% | 16% | -108%[inhibitor]

# The list continues:
no. | structure | CBFb-RUNX1 inh | HTT aggregate | GAA spleen mod | GAA glycogen
25 | COc1ccccc1NC(=O)COc1ccc(Br)cc1CNC1CCCC1 | 3% | 19% | -2% | 14%
26 | CCc1nc2sc3c(c2c(=O)n1N)CCC3 | 3% | 9% | 6% | 6%
27 | CSCCC(NC(N)=O)C(=O)N(C)CC(=O)Nc1cc(C)ccc1C (centres undefined) | 2% | 2% | -4% | 0%
28 | COC(=O)c1nnn(-c2nonc2N)c1COc1ccc(C=O)cc1OC | 11% | 9% | -10% | -9%
29 | CN(C)c1nnnn1-c1ccc(Cl)cc1 | 3% | 21% | 1% | -6%
30 | COc1ccc(NC2SC(=O)N(CC(=O)O)C2=O)cc1 (centres undefined) | 5% | 22% | 3% | ?
31 | CS(=O)(=O)N(CC(=O)N1CCN(c2ccc(F)cc2)CC1)c1ccc(F)c(Cl)c1 | -2% | -2% | 0% | -9%
32 | O=C(CC(Nc1ccccc1Cl)C(=O)OCC(=O)c1cccs1)c1ccccc1 (centres undefined) | 8% | 0% | -1% | -24%
33 | CCCCN(C)C(=O)c1ccc2c(c1)N(CC)C(=O)c1ccccc1S2(=O)=O | 12% | -2% | -14% | 1%
34 | COc1cc(C2CC(=O)C3=C(C2)Nc2ncnn2C3c2cccs2)cc(OC)c1OC (centres undefined) | 5% | -6%[9.22 µM] | 13% | -2%
35 | Cc1cnc(C(=O)OCC(=O)NC2CCCCCC2)cn1 | 4% | 5% | 1% | 5%
36 | Cc1ccc(C(=O)NC2CCSC2=O)cc1 (centres undefined) | -1% | -4% | 6% | 1%

no. | GAA inh | LMNA splice mod | HTT ATP protect
25 | 7% | · | -5%[10 µM]
26 | -7% | 4% | -4%[10 µM]
27 | -5% | 8% | 14%
28 | -1% | · | -22%
29 | -5% | 5%[46 µM] | -12%
30 | -4% | 8% | -11%
31 | -4% | -14% | 25%
32 | -5% | -24% | -24%
33 | -3% | -13% | 0%[10 µM]
34 | · | · | 7%[10 µM]
35 | 7% | 7%[46 µM] | -28%
36 | -5% | -2% | 12%

# The list goes on, starting with the last 3 of the part before.
no. | structure | CBFb-RUNX1 inh | HTT aggregate | GAA spleen mod | GAA glycogen
34 | COc1cc(C2CC(=O)C3=C(C2)Nc2ncnn2C3c2cccs2)cc(OC)c1OC (centres undefined) | 5% | -6%[9.22 µM] | 13% | -2%
35 | Cc1cnc(C(=O)OCC(=O)NC2CCCCCC2)cn1 | 4% | 5% | 1% | 5%
36 | Cc1ccc(C(=O)NC2CCSC2=O)cc1 (centres undefined) | -1% | -4% | 6% | 1%
37 | O=C(CSc1ccccn1)NCc1ccc2c(c1)OCO2 | 11% | -9%[9.22 µM] | -1% | 6%
38 | NNc1ccc2nncn2n1 | 6% | 4%[9.22 µM] | -8% | ?
39 | O=C(Oc1oc(-c2ccco2)nc1C=Nc1ccccc1)c1ccoc1 | 3% | 13%[9.22 µM] | -3% | -12%
40 | O=C(CN(Cc1cccs1)C(=O)CCC(=O)Nc1nccs1)NCc1ccccc1 | 5% | -5% | 3% | 6%
41 | C=CC[C@@H]1C=C[C@H](O/N=C2\c3cc(OC)ccc3O[C@H](c3cccc(OC)c3)[C@H]2O)[C@H](CO)O1 | 13%[13.1 µM] | · | -4%[17.4 µM] | ·
42 | COc1ccc(-c2csc(Nc3ccccc3)[n+]2CC(O)c2ccc([N+](=O)[O-])cc2)cc1 (centres undefined) | -28% | 4%[9.22 µM] | -3% | -8%
43 | CCn1c(C(=O)NC(C)c2ccc3c(c2)OCCO3)cc2sccc21 (centres undefined) | 0% | -32% | 1% | 9%
44 | CC(C)C(OC(=O)C1=Cc2ccccc2OC1)C(=O)NC1CCCC1 (centres undefined) | 3% | 13% | -7% | 11%
45 | CCCCc1cc(=O)oc2cc(C)c(CN3CCCC3)c(O)c12 | -24% | 1% | -7% | 19%
46 | N=c1c2c(-c3ccccc3)c(-c3ccccc3)n(Cc3ccco3)c2ncn1CCCn1ccnc1 | -9% | -14% | -2% | -2%
47 | CCOc1ccc(NC(=O)CSc2n[nH]c(=O)n2-c2ccccc2)cc1 | 2% | 12% | -10% | 4%
48 | CCC1S/C(=N/N=C/c2ccco2)N(Cc2ccccc2C)C1=O (centres undefined) | 15% | -2%[9.22 µM] | -1% | -10%

no. | GAA inh | LMNA splice mod | HTT ATP protect
34 | · | · | 7%[10 µM]
35 | 7% | 7%[46 µM] | -28%
36 | -5% | -2% | 12%
37 | · | · | -14%[10 µM]
38 | · | · | 10%[10 µM]
39 | -17% | 9% | -15%
40 | -5% | -4% | 10%[10 µM]
41 | · | · | -5%[10 µM]
42 | -4% | · | 17%[10 µM]
43 | -15% | ? | -17%
44 | 3% | ? | 21%[10 µM]
45 | -3% | 15% | 8%[10 µM]
46 | -9% | ? | 0%[0.074 µM]
47 | -8% | 11% | -11%
48 | · | · | 1%[10 µM]

# (further entries)
no. | structure | CBFb-RUNX1 inh | HTT aggregate | GAA spleen mod | GAA glycogen
49 | CC1SCC(=O)N(CC(=O)Nc2ccc3c(c2)OCCO3)C1=O (centres undefined) | 1% | -3%[9.22 µM] | 4% | 22%
50 | COc1ccc(C(=O)CN2C(=O)NC3(CCCc4ccccc43)C2=O)cc1OC (centres undefined) | -4% | 1% | 3% | -1%
51 | Cc1cc(C(=O)Nc2nnc(-c3ccccc3)s2)no1 | -5% | -11% | -5% | 10%
52 | COc1cccc(NC(=O)Nc2ccc(CC(=O)O)cc2)c1 | -2% | 26% | 6% | -1%

no. | GAA inh | LMNA splice mod | HTT ATP protect
49 | ? | · | 19%[10 µM]
50 | -1% | -3% | 18%[10 µM]
51 | -1% | 14% | -51%[inhibitor]
52 | 0% | -14%[46 µM] | -104%[inhibitor]
